# HepG2 viability: kills HepG2 cells in TGF-b inhibitor counter-screen. Potency, µM (doses to about 46.1 µM), inactives show top-dose activity change, negative = cytotoxicity, hits mostly cytotoxic. 410,000 tested, 0.76% active. AID 588856. HepG2 CAGA-GFP viability, ATP luminescence, 18 h; also: potency is read from the fitted curve at half-maximal effect; some results filed as inactive show a strong effect at the top dose
#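 CellTiter-Glo luminescence gave cytotoxicity after 18 hours at 37 degrees C. The cells were HepG2 CAGA-GFP in 1% FBS DMEM, stimulated with 500 pg/mL TGF-beta after compound addition. %Activity was normalised to no-cell wells (complete cell-killing) and DMSO (no toxicity), and curves were fitted and classified.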
# ATXN2 expr inh: reduces ATXN2 reporter expression in HEK-293 cells; HEK-293 ATXN2-luciferase reporter, luminescence, 24 h; Potency, µM (doses to about 57 µM), inactives show top-dose activity change, negative = inhibition, most hits filed as inhibitors; 360,000 tested, 0.72% active; AID 1745845; also: potency is read from the fitted curve at half-maximal effect; % is scaled to controls: 0 for no effect and ±100 for the full control effect; nearly all actives have a fitted effect of over 55% in size
#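 qHTS (up to 57 uM final) was run with 24 h compound exposure of reporter cells at 37 °C. Each well was multiplexed: SteadyGlo luminescence measured ATXN2-luciferase expression after a fluorogenic Gly-Phe-AFC viability readout (25 uM final).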
# ATXN viability: cell viability loss in ATXN counter-screen; Potency, µM (series often up to 56.7 µM), usual class: cytotoxic; 400,000 tested, 0.49% active; S2 cells (HEK-293 line with an ATXN2-luciferase reporter) viability, CellTiter-Fluor protease fluorescence, 24 h; AID 651635; also: potency is read from the fitted curve at half-maximal effect; nearly all actives have a fitted effect of over 40% in size
# SW480 rerep: induces DNA re-replication in SW480 colon adenocarcinoma cells. SW480 DNA re-replication, Hoechst DNA content imaging, 48 h. Potency, µM (doses to about 46.1 µM), for inactives: at the highest dose re-replication activation, most hits filed as activators. 340,000 tested, 1.8% active. AID 624297; also: potency is read from the fitted curve at half-maximal effect; % of control where 0% means no effect; nearly all actives have a fitted effect of over 55% in size
#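 First, 250 cells per well were seeded. Next, compound or vehicle (23 nL) was pinned in, plates sat 48 hr at 37 C. Finally Hoechst was added for 40 min before fluorescence scanning.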
# HT1080 IDH1KD tx: toxicity to HT-1080 IDH1 knockdown cells (counter line). HT-1080 IDH1 knockdown viability, ATP luminescence, 48 h. Potency, µM (top dose mostly 46.1 µM), inactives show at the highest dose activity, negative = toxicity, usual class: cytotoxic. 360,000 tested, 2% active. AID 686971;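 also: potency is read from the fitted curve at half-maximal effect; 0% = DMSO wells and -100% = cell-free medium wells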
#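 In this qHTS, HT-1080 cells depleted of IDH1 are exposed for 48 h at 37 °C to compound titrations. Toxicity is scored from CellTiter-Glo luminescence, with DMSO as full viability and medium alone as none.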
# IL-1B inflam inh: blocks inflammasome-driven IL-1 beta release; 360,000 tested, 4.7% active; activity change, % at 57.5 µM; THP-1 LPS/ATP IL-1B secretion, AlphaLISA, 16 h; active compounds read low; in the data active = activity change below about -50%; inconclusive = mostly about -30% to -49%; also: % is scaled to controls: 0 for no effect and ±100 for the full control effect
#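 Secreted IL-1B measured by AlphaLISA bead assay after 16 h compound exposure of THP-1 cells; compounds (final up to 57.5 uM) added 1 h before LPS (250 ng/mL) and ATP (1.25 mM) stimulation; lower signal means less secretion.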
# MCF10A rerep: DNA re-replication induction in MCF 10a cells; MCF 10A DNA re-replication, Hoechst nuclear intensity, 48 h; Potency, µM (top dose mostly 46.1 µM), without a hit: top-dose activity, positive = re-replication, hits mostly activators; 350,000 tested, 2.9% active; AID 624296; also: potency is read from the fitted curve at half-maximal effect; % of control where 0% means no effect; nearly all actives have a fitted effect of over 50% in size
# KB-3-1 cytotox: KB-3-1 parental cell cytotoxicity | KB-3-1 viability, CellTiter-Glo ATP luminescence, 72 h | 400,000 tested, 1.4% active | Potency, µM (top dose mostly 46.1 µM), for inactives: at the top dose activity change, negative = cytotoxic, actives largely listed as cytotoxic | AID 1347075; also: potency is read from the fitted curve at half-maximal effect; % is scaled to controls: 0 for no effect and ±100 for the full control effect; nearly all actives have a fitted effect of over 60% in size
#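 Multi-concentration cytotoxicity screen in KB-3-1 cells grown in DMEM lacking phenol red with 10% FBS. After 72 h at 37 °C with compound, ATP-dependent luminescence was recorded.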
# HT1080-NT tox: kills 2HG-producing HT-1080-NT fibrosarcoma cells. HT-1080-NT fibrosarcoma viability, CellTiter-Glo ATP luminescence, 48 h. Potency, µM (titrated, usually from 46.1 µM), for inactives: at the top dose activity, negative = less viability, hits mostly cytotoxic. 360,000 tested, 1.6% active;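 also: NT is the 2HG producing partner of a matched IDH1 knockdown line; potency is read from the fitted curve at half-maximal effect; 0% = DMSO-treated cells and -100% = media-only wells without cells; nearly all actives have a fitted effect of over 55% in size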
#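 A 48-hour cytotoxicity screen used HT-1080-NT cells plated 2 hours before compound delivery. ATP-based CellTiter-Glo luminescence measured viability, normalized to DMSO and no-cell controls.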
# * hit, by the source's call; i = inactive; ? = inconclusive; . = no result given; [ ] = dose if it differs, or a comment. Unless noted, calls follow the shape of the dose curve; as a rule, active = well fitted curve in the direction sought with a large enough effect; inconclusive = small, poorly fitted or top-dose-only effect, or another doubt; inactive = no such curve, though single readings can be large; an effect the other way counts as inactive or inconclusive.
# Under each structure: HepG2 viability	ATXN2 expr inh	ATXN viability	SW480 rerep	HT1080 IDH1KD tx	IL-1B inflam inh	MCF10A rerep	KB-3-1 cytotox	HT1080-NT tox
1	CCN(CC)S(=O)(=O)c1ccc(C)c(NC(=O)Cn2c(=O)cnc3ccccc32)c1
 : -15%	-12%	i	-2%	-19%	-2	-1%	3%	-13%
2	CCOC(=O)N1CCN(CCCc2ccccc2)CC1
 : -17%	14%	i	6%	2%	-8	5%	-2%	15%
3	CC(NS(=O)(=O)c1ccc(Br)cc1)C(=O)NCCc1ccccc1 (stereo unspecified)
 : 15%	6%	i	-1%	16%	7	1%	15%	17%
4	CC(C)C(=O)Nc1c(O)c2ccccc2[nH]c1=O
 : 0%	12%	?	-5%	12%	-1	-8%	5%	?
5	O=C(Nc1cc(N2CCCCC2)ncn1)c1ccc(F)cc1
 : 2%	25%	i	-3%	7%	-7	0%	15%	9%
6	CN1CCN(CCOCCOc2ccc(Br)cc2Cl)CC1
 : -24%	-5%	i	5%	1%	0	?	-3%	6%
7	CC1(C(=O)O)Sc2[nH]c(=O)sc2C2c3ccccc3OC(=O)C21 (stereo unspecified)
 : -39%	-13%	i	-3%[9.22 µM]	0%	-3	6%	30%	8%
8	COc1ccccc1-c1cc(C(=O)NN)[nH]n1
 : 7%	9%	i	17%	13µM*	14	?	11%	21µM*
9	CCCCN1C(=O)C(CC(=O)NC2CCCCC2)CC(C(=O)N(CC)CC)=C1C (stereo unspecified)
 : 0%	6%	i	.	-3%	5	.	-7%	-2%
10	CCc1ccc(NC(=O)C(=O)N/N=C(\C)CC(=O)Nc2ccccn2)cc1
 : -18%	10%	i	-7%	6%	5	-4%	-3%	14%
11	C[C@H](CO)N1C[C@H](C)[C@@H](CN(C)C(=O)Nc2ccc(C(F)(F)F)cc2)Oc2c(NC(=O)Nc3ccccc3)cccc2C1=O
 : -44%	?	.	18%	-23%	-58*	?	?	?
12	O=C(/C=C/c1ccc(OC2CSC2)cc1)c1ccccc1
 : 6.3µM*	?	?	15%	?	-11	?	-14%	?
13	CCOc1cc(S(=O)(=O)NCc2ccc3c(c2)OCO3)ccc1F
 : 14%	13%	i	-8%	-7%	31	-2%	-17%	-1%
14	Cc1ccc(NC(=O)CNc2cccc(C)c2C)c(C)c1
 : -26%	3%	i	-10%[9.22 µM]	2%	-23	-2%	-8%	3%
15	COc1ccc(NS(=O)(=O)c2cccc(C(=O)NNC(=O)CNC(=O)c3ccco3)c2)cc1
 : -10%	2%	i	-2%	16%	-9	1%	-2%	14%
16	COc1ccc(NC2=NC(=S)N(c3ccccc3C)C23CCCCC3)cc1
 : 4%	-11%	i	0%	6%	-15	2%	-3%	13%
17	COC(=O)CSc1nnc(CNC(=O)c2ccc(S(=O)(=O)N3CCOCC3)cc2)n1C
 : -4%	.	i	2%	1%	2	0%	0%	13%
18	C/C(=N/NS(=O)(=O)c1ccc(Cl)cc1)c1cccc(NC(=O)c2ccncc2)c1
 : -2%	-7%	i	-6%	-18%	i	-7%	?	-4%
19	CNC(=O)COc1ccc(S(=O)(=O)Nc2ccccc2)cc1
 : 3%	16%	i	?	7%	34	-3%	-3%	-1%
20	Cc1cn2c(=O)cc(COc3ccccc3NC(=O)c3ccco3)nc2s1
 : 2%	-5%	i	.	.	.	.	3%	.
21	CCOC(=O)CC(NC(=O)Cn1nnc(-c2ccccc2C)n1)c1ccc(OC)cc1 (stereo unspecified)
 : -28%	-5%	?	.	.	.	.	3%	.
22	COc1ccc(OC)c(Cc2nnc(CCC(=O)N3CCCCC3c3nccs3)o2)c1 (stereo unspecified)
 : 1%	.	i	-25%	-6%	9	-1%	19%	25%
23	O=C(OCC(=O)N1CCCc2ccccc21)c1cc(S(=O)(=O)N2CCOCC2)ccc1F
 : 20%	6%	i	-3%	0%	-22	2%	1%	4%
24	O=C(O)c1ccc(C(=O)c2ccc3c(c2)C(=O)N(CC2CCCO2)C3=O)cc1 (stereo unspecified)
 : -2%	8%	i	-24%	1%	-5	-1%	5%	7%
25	Cc1nc2c(-c3ccc(F)cc3)c(C)nn2c(C)c1CCC(=O)NCc1cccc(Cl)c1
 : 3%	2%	i	.	.	.	.	?	.
26	O=C(Nc1ccccc1)C(c1ccccc1)C1CCCC1 (stereo unspecified)
 : -41%	-20%[11.3 µM]	i	?	-3%	-91*	2%	?	-7%
27	COc1ccccc1NC(=O)Cc1cccc2ccccc12
 : -10%	7%	i	1%	-27%	24	2%	4%	-14%
28	CCOc1ccc(C(=O)NC(=S)Nc2ccccc2N2CCC(C)CC2)cc1[N+](=O)[O-]
 : -2%	6%	i	6%	7%	-4	19%	?	10%
29	Cn1c(=O)c2nc(-c3ccccc3)oc2c2ccccc21
 : -28%	9%	i	-4%	3%	2	4%	-5%	-4%
30	COc1cc2ncnc(NCCCN3CCOCC3)c2cc1OC
 : 16%	.	i	-3%	0%	-2	-1%	3%	9%

# Laid out differently: results already given.
[3] CC(NS(=O)(=O)c1ccc(Br)cc1)C(=O)NCCc1ccccc1 (stereo unspecified)
  HepG2 viability: 15%
  ATXN2 expr inh: 6%
  ATXN viability: i
  SW480 rerep: -1%
  HT1080 IDH1KD tx: 16%
  IL-1B inflam inh: 7
  MCF10A rerep: 1%
  KB-3-1 cytotox: 15%
  HT1080-NT tox: 17%
[24] O=C(O)c1ccc(C(=O)c2ccc3c(c2)C(=O)N(CC2CCCO2)C3=O)cc1 (stereo unspecified)
  HepG2 viability: -2%
  ATXN2 expr inh: 8%
  ATXN viability: i
  SW480 rerep: -24%
  HT1080 IDH1KD tx: 1%
  IL-1B inflam inh: -5
  MCF10A rerep: -1%
  KB-3-1 cytotox: 5%
  HT1080-NT tox: 7%
[5] O=C(Nc1cc(N2CCCCC2)ncn1)c1ccc(F)cc1
  HepG2 viability: 2%
  ATXN2 expr inh: 25%
  ATXN viability: i
  SW480 rerep: -3%
  HT1080 IDH1KD tx: 7%
  IL-1B inflam inh: -7
  MCF10A rerep: 0%
  KB-3-1 cytotox: 15%
  HT1080-NT tox: 9%
[4] CC(C)C(=O)Nc1c(O)c2ccccc2[nH]c1=O
  HepG2 viability: 0%
  ATXN2 expr inh: 12%
  ATXN viability: ?
  SW480 rerep: -5%
  HT1080 IDH1KD tx: 12%
  IL-1B inflam inh: -1
  MCF10A rerep: -8%
  KB-3-1 cytotox: 5%
  HT1080-NT tox: ?

# The list continues:
# Under each structure: HepG2 viability	ATXN2 expr inh	ATXN viability	SW480 rerep	HT1080 IDH1KD tx	IL-1B inflam inh	MCF10A rerep	KB-3-1 cytotox	HT1080-NT tox
31	O=C(NCC[C@H]1CC[C@H](NS(=O)(=O)c2ccccc2F)[C@@H](CO)O1)c1ccc(F)cc1
 : .	.	.	.	12%	8	.	-8%	12%
32	O=C(O)c1cccc(N2CCCC2=O)c1
 : 40%	-6%	i	0%	14%	-11	-10%	0%	5%
33	Cn1c(-c2cccc([N+](=O)[O-])c2)[n+](C)c2ccccc21
 : -23%	?	i	2%	-25%	54	7%	0%	-1%
34	CC(C)(C)NCC(O)COc1cccc2[nH]c(=O)[nH]c12 (stereo unspecified)
 : 1%	3%	i	-5%	13%	5	-28%	0%	5%
35	O=C(O)c1ccc(NC(=O)C2(c3ccccc3)CCOCC2)cc1
 : -26%	-6%	i	-2%	19%	0	-3%	23%	16%
36	COC1=C/C(=C/c2c(N)n3nc(CC(=O)N4CCOCC4)sc3nc2=O)C=CC1=O
 : 14%	-8%	i	-7%	-4%	54	-4%	-3%	-3%
37	COc1cccc(C(=O)Nc2cccc(NC(C)=O)c2)c1
 : 5%	36%	i	-3%	-2%	-1	-2%	12%	0%
38	O=C(/C=C/c1cccs1)Nc1ccc(S(=O)(=O)Nc2ncccn2)cc1
 : -1%	8%	i	1%	-2%	41	-11%	1%	0%
39	CCN1C(=O)NC(c2cc(Br)ccc2OC)C(C(=O)OC)=C1C (stereo unspecified)
 : 6%	2%	i	-1%	0%	0	-1%	-5%	0%
40	CCCCCCSc1ccc([C@@H]2[C@H]3C(=O)N(C)C(=O)[C@H]3[C@]3(C(=O)OC)CCCCN23)cc1OC
 : -35%	-14%	i	0%	-10%	-24	15µM*	0%	1%

# Three compounds out of the list, sorted by SMILES length, rising:
# Under each structure: HepG2 viability	ATXN2 expr inh	ATXN viability	SW480 rerep	HT1080 IDH1KD tx	IL-1B inflam inh	MCF10A rerep	KB-3-1 cytotox	HT1080-NT tox
39	CCN1C(=O)NC(c2cc(Br)ccc2OC)C(C(=O)OC)=C1C (stereo unspecified)
 : 6%	2%	i	-1%	0%	0	-1%	-5%	0%
38	O=C(/C=C/c1cccs1)Nc1ccc(S(=O)(=O)Nc2ncccn2)cc1
 : -1%	8%	i	1%	-2%	41	-11%	1%	0%
31	O=C(NCC[C@H]1CC[C@H](NS(=O)(=O)c2ccccc2F)[C@@H](CO)O1)c1ccc(F)cc1
 : .	.	.	.	12%	8	.	-8%	12%

# Continuation:
# Under each structure: HepG2 viability	ATXN2 expr inh	ATXN viability	SW480 rerep	HT1080 IDH1KD tx	IL-1B inflam inh	MCF10A rerep	KB-3-1 cytotox	HT1080-NT tox
41	Cc1ccc(S(=O)(=O)NCC(=O)OCC(=O)N2CC(=O)Nc3ccccc32)cc1
 : -1%	9%	i	0%	-5%	12	5%	13%	-1%
42	CCCN(CC(=O)Nc1ccccc1OC)C(=O)CSC(=S)N1CCCC1
 : -13%	11%	i	-14%	2%	-13	4%	13%	7%[9.24 µM]
43	O=C(CNC(=O)OCc1ccccc1)OC(c1ccccc1)c1ccccc1
 : -3%	-8%	i	17%	-9%	-9	4%	-2%	-25%
44	O=C(CN1C(=O)c2ccccc2S1(=O)=O)NCCc1ccc(F)cc1
 : 3%	.	i	10%	-1%	-12	?	0%	1%

# Screening results deposited in PubChem BioAssay by National Center for Advancing Translational Sciences (NCATS).
